BoNT F protease: inhibitors of Botulinum neurotoxin F light chain protease | hit rate 0.22% among 360,000 | inhibition, % at 10 µM | AID 588497 | Multiplex microsphere protease cleavage assay, flow cytometry; in the data active = inhibition above about 35%, passing the limit was not always enough; inconclusive = no clear call, values can overlap the other calls; also: plate controls were buffer without enzyme for full effect and enzyme alone for no effect
Rv3671c protease: Rv3671c (M. tuberculosis) protease inhibition. P9WHR9. inhibition, % at 5.96 µM. hit rate 0.048% among 320,000. AID 2606; in the data active = inhibition above about 38%;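 also: extracellular domain of Rv3671c used as enzyme; 0% = enzyme with DMSO and 100% = no enzyme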
Target sequence (P9WHR9 whole entry, looked up, the tested form may be a part): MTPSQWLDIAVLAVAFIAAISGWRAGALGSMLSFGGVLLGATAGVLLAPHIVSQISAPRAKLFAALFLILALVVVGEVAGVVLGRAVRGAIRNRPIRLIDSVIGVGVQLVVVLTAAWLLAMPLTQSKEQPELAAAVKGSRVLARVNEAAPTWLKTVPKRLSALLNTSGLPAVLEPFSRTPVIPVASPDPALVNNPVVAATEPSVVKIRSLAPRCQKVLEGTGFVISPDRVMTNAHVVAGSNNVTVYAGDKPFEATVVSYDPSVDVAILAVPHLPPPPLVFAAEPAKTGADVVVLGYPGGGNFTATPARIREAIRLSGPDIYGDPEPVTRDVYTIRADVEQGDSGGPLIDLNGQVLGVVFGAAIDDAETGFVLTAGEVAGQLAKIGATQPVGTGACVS
Mtb BioA inh: BioA (M. tuberculosis) enzyme inhibition; purified M. tuberculosis BioA enzyme, plate reader; inhibition, % at 9.99 µM; AID 602481; hit rate 0.096% among 360,000; in the data active = inhibition above about 40%; inconclusive = no clear call, values can overlap the other calls
FadD28 FP inh: M. tuberculosis FadD28 bisubstrate binding inhibition | FadD28 bisubstrate probe binding, fluorescence polarization | inhibition, % at 12.5 µM | hit rate 0.22% among 360,000; in the data active = inhibition above about 8.5%, passing the limit was not always enough; inconclusive = no clear call, values can overlap the other calls
CCHF vOTU inh: blocks the CCHF virus ovarian tumor domain protease | CCHFV vOTU protease, Pep-AMC fluorescence | AID 651958 | inhibition, % at 11.5 µM | hit rate 0.55% among 370,000; also: 0% = vehicle wells with enzyme and 100% = no enzyme wells
MazEF act: MazEF (E. coli) toxin RNase activation; P0AE70; hit rate 0.32% among 350,000; FAM/BHQ RNA-DNA oligo cleavage fluorescence, 5 h; AID 504720; activation, % at 20 µM; in the data active = activation above about 50%
Target sequence (P0AE70 whole entry, looked up): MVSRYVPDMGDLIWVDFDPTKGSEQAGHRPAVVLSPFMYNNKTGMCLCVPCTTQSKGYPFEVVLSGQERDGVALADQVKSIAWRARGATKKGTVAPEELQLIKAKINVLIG
DUSP3 inh: DUSP3 (human) phosphatase inhibition | recombinant VHR phosphatase, pNPP absorbance | inhibition, % at 13.3 µM | hit rate 0.52% among 290,000 | AID 1654; in the data active = inhibition above about 50%; also: some compounds called inactive have numbers as strong as hits
Target sequence (P51452 whole entry, looked up): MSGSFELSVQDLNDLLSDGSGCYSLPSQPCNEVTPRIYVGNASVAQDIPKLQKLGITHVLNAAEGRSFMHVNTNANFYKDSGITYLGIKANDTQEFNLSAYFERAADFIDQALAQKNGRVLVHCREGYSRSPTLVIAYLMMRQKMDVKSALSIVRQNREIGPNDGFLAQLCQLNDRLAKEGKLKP
Mtb UGM inh: inhibitors of M. tuberculosis UDP-galactopyranose mutase; purified UGM, fluorescence polarization probe displacement; inhibition, % at 10 µM; hit rate 0.06% among 320,000; AID 504406; in the data active = inhibition above about 10%, passing the limit was not always enough; inconclusive = no clear call, values can overlap the other calls
Mtb FBA inh: Mtb fructose-bisphosphate aldolase inhibition | purified M. tuberculosis FBA, fluorescence read-out | inhibition, % at 1 µM | hit rate 2.3% among 360,000 | P9WQA3 | AID 588726; in the data active = inhibition above about 27%;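 also: 0% = vehicle and 100% = reference inhibitor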
Target sequence (P9WQA3 whole entry, looked up): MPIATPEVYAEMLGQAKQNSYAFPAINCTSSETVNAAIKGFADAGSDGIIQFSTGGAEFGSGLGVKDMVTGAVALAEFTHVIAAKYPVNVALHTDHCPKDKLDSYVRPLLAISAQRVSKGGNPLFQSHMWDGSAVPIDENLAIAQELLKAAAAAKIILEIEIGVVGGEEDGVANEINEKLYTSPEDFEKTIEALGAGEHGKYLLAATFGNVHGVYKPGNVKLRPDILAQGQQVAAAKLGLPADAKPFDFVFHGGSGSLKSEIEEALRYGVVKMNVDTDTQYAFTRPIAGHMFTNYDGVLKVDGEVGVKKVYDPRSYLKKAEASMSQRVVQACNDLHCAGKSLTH
GDH-TPI inh: inhibits GDH-TPI coupling enzymes, artifact for Mtb FBA screen; AID 588335; inhibition, % at 4.8 µM; GDH-TPI coupled enzyme counterscreen, NADH absorbance; hit rate 1.2% among 360,000;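 also: 0% = DMSO wells and 100% = wells lacking the enzyme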
Numbers without * were called inactive; ? = inconclusive; . = no result given. Rule as the data show it, unless noted: active = inhibition above about 30%; inactive = the rest.

SMILES	BoNT F protease	Rv3671c protease	Mtb BioA inh	FadD28 FP inh	CCHF vOTU inh	MazEF act	DUSP3 inh	Mtb UGM inh	Mtb FBA inh	GDH-TPI inh
Cc1ccc(NC(=O)CCSc2nnc(Cc3ccccc3)o2)cc1	-9	4	2.1	-2.0	-4	3	-11	-3.5	0	-2
Cc1ccc(S(=O)(=O)NCc2ccncc2)cc1C	3	3	.	-0.5	0	-3	16	3.2	1	-3
CC(C)(C)NC(=O)C(Cc1ccccc1)N1C(=O)c2ccccc2C1=O (centres undefined)	5	-3	-1.9	-2.3	11	-19	-29	-1.2	2	3
Nc1ccccc1-c1ccccc1N	0	-5	.	-2.6	-3	1	-4	-0.8	3	-3
Nc1cc(N)nc(SCC(=O)NC(=O)NC2CCCC2)n1	2	-4	0.3	-1.6	13	3	.	1.2	2	1
COCCNC(=O)Cn1nc(Cc2ccncc2)c2ccccc2c1=O	3	2	-2.3	-0.8	10	6	10	-2.1	0	6
COC(=O)c1cnc2ccccc2n1	-14	-2	-2.2	-2.4	8	4	0	0.5	-1	3
O=C1N=c2ccccc2=C1c1sc(=S)n(NC(=O)c2ccccc2)c1O	-4	-2	-1.1	-4.0	-8	3	-16	2.5	-3	8
CN(C)S(=O)(=O)c1ccc(Cl)c(NC(=O)COC(=O)c2cc(-c3ccccc3)nc3ccccc23)c1	-1	-64	-0.2	-2.8	2	-9	-7	-1.9	4	8
COc1cc(C)ccc1OCc1cc(C(=O)N2CCC(c3ccc(F)cc3)C2)no1 (centres undefined)	4	-2	2.5	1.4	-12	-5	6	-6.6	4	-14
O=C(CCC(=O)N1CCOc2ccc(Cl)cc21)N1CCN(c2ccccn2)CC1	5	0	-0.3	-1.5	-2	2	25	-2.6	11	7
O=C(Nc1nnc(-c2ccco2)o1)c1ccc(S(=O)(=O)N2CCOCC2)cc1	-1	0	-0.6	-0.5	-6	-2	-21	-0.6	1	13
O=C(Cc1c(F)cccc1Cl)Nc1ccc(S(=O)(=O)Nc2nccs2)cc1	5	2	0.0	2.9	10	7	2	-1.4	-1	-3
Cc1cc(NC(=O)COC(=O)CCS(=O)(=O)c2cc(Cl)ccc2Cl)no1	-12	4	1.3	2.1	-10	7	2	-1.1	1	-2
COc1ccc2nc(NC(=O)C3CCCN(S(=O)(=O)c4cccs4)C3)sc2c1 (centres undefined)	-10	-14	0.4	-6.1	1	-8	-4	-2.4	1	6
O=C(c1cnc2sccn2c1=O)N1CCCc2ccccc21	-3	-3	-1.0	0.5	9	-30	16	-2.3	0	32*
Cc1cccc(N/C(N)=N/c2nc(CSc3ccc(Cl)cc3)cc(=O)[nH]2)c1	.	4	.	.	-3	-16	14	0.5	.	.
COc1ccccc1N1CCN(c2ccc3c(c2)S(=O)(=O)c2cccc(C(=O)NCc4cccc(F)c4)c2C3=O)CC1	-3	.	-0.6	-1.5	-6	-1	.	.	-2	0
OC[C@@H]1CN(CCN2CCOCC2)C[C@H](n2cnc3c(Nc4ccccc4)ncnc32)O1	-1	.	-1.0	0.9	-12	.	.	.	0	12
Oc1ccc(Cl)cc1/C=C/c1ccc2cccc(O)c2n1	-15	.	.	-4.8	-6	60*	33	.	-4	7
COc1ccc(C)cc1NC(=O)CCNC(=O)Cn1ccc2ccccc2c1=O	-4	13	0.4	-0.7	7	-5	21	-2.0	1	11
O=C(CCc1ccccc1)Nc1ccc(NC(=O)C2CC2)nc1	4	-9	-1.4	1.2	3	8	18	-1.3	1	14
COc1cc(/C=C2\SC(c3ccccc3)=NC2=O)cc(Cl)c1O	4	.	.	0.9	-3	15	6	.	2	4
COCCN(C(=O)/C=C/c1ccccc1)c1nnc(-c2cccnc2)s1	-4	2	-0.1	0.4	2	-9	20	-1.5	8	16
COC(=O)c1cc(=O)c2ccc(OC)cc2o1	0	.	-0.1	-1.0	-11	1	33	.	3	12
Continued.
SMILES	BoNT F protease	Rv3671c protease	Mtb BioA inh	FadD28 FP inh	CCHF vOTU inh	MazEF act	DUSP3 inh	Mtb UGM inh	Mtb FBA inh	GDH-TPI inh
Cc1ccc2nc(-c3ccc(NC(=O)CSc4ccccc4)cc3)[nH]c2c1	-9	-10	-0.5	-6.8	-7	4	4	-0.5	3	9
O=C(Cn1cnc2scc(-c3ccc(F)cc3)c2c1=O)NCC(c1ccco1)N1CCCC1 (centres undefined)	-3	.	-1.4	-4.5	-1	1	.	.	1	-6
Cn1nc(-c2ccc(Cl)cc2)c2cc(C(=O)N3CCCC3)sc21	0	-10	-0.4	0.7	-1	0	-4	0.4	2	8
O=S(=O)(NC1CCCCC1)c1cccc2nsnc12	0	-3	-0.6	0.5	-3	6	15	-0.5	2	5
O=C(COc1ccc([N+](=O)[O-])cc1)Nc1ccc(C(=O)Nc2ccccc2C(=O)O)cc1	1	-2	.	-15	4	5	11	6.5	-2	2
CCOCCCNC(=S)N1CCC(NC(=O)c2ccco2)CC1	-2	-11	-1.1	-0.6	1	3	14	0.6	0	11
Cn1c(SCC(N)=O)nnc1-c1cnccn1	-5	0	.	-0.4	7	1	-20	-0.1	1	0
CCOC(=O)Cn1c(=NC(=O)CSC(C)=O)sc2cc(F)ccc21	1	-5	-178	-4.9	0	10	28	0.8	-1	9
C[C@@H]1CC(=O)[C@H]2CC(CO)=CCC[C@@H]2[C@@]1(C)CC/C(=C/CO)CO	0	1	4.2	-2.6	.	3	.	0.0	1	-4
CN(CCC1CCOCC1)C(=O)c1cc(COc2c(F)cccc2F)on1	-11	-8	-0.5	0.9	-13	3	8	0.7	-4	8
Cc1ccc(N=Cc2nc(-c3ccco3)oc2O)cc1	-17	1	-1.2	0.6	6	-1	-2	0.8	0	13
COc1ccc(Cc2nnc(SC)[nH]c2=O)cc1OC	7	-3	1.6	-3.4	2	4	32	2.2	0	-4
C#CCCC[C@@H]1OC(=O)CNC(=O)C([C@@H](C)CC)NC(=O)[C@@H]2CCCN2C(=O)C([C@@H](C)CC)OC(=O)[C@H](Cc2ccccc2)N(C)C(=O)[C@H](C(C)C)NC(=O)C1(C)C (some centres undefined)	-2	.	-1.8	-1.1	23	.	.	.	4	.
CC(NC(=O)c1ccccc1SCC(=O)N1CCCC1)c1ccccc1 (centres undefined)	-17	9	1.2	-0.9	2	3	.	-0.5	0	2
CCN(C(=O)/C=C/c1ccc(OC)cc1)C1CCS(=O)(=O)C1 (centres undefined)	-11	-12	.	1.1	-1	4	.	2.8	-4	8
CCCCN(C(=O)CSc1nnc(-c2ccccc2)o1)c1c(N)n(CCC)c(=O)[nH]c1=O	1	-2	0.0	-5.3	7	3	.	-1.7	-3	-4
O=C(O)c1ccc(CSc2nc3ccccc3c(=O)n2-c2ccccc2)cc1	?	-14	3.1	-4.6	2	5	35	2.9	0	13
CCOc1ccc(CCNC(=O)c2ccccc2OCc2c(C)noc2C)cc1OCC	.	10	.	-0.4	-2	-2	.	0.1	1	1
COc1ccc(NC(=O)CSc2nccn2Cc2ccc(F)cc2)c(OC)c1	-11	-2	2.3	-0.4	-2	0	-5	-1.0	-1	0
CCOc1ccc(/C=N/Nc2cc(=O)n(C)c(=O)n2C)cc1	-2	-12	0.1	-0.9	5	-4	8	.	-2	20
CN(C)CC1CSCCC1(O)c1cccc(Cl)c1 (centres undefined)	-3	-2	-0.8	-5.7	-7	4	-5	-0.5	-2	-8
O=C(NC1CCS(=O)(=O)C1)C1CCCC1 (centres undefined)	-1	3	1.0	-0.8	-13	-1	.	-1.2	-1	2
CCOC(=O)c1ccccc1NC(=O)COC(=O)CCC(=O)c1ccc(C)cc1	-2	-2	0.0	0.3	10	-8	.	1.7	0	-2
CC1Cc2ccccc2N1C(=O)Cn1nnc(-c2ccccc2NC(=O)C2CCC2)n1 (centres undefined)	-26	1	0.3	-2.9	15	3	13	1.9	2	0
COc1ccccc1Cn1c(=S)[nH]c2cc(C(=O)NCCCN3CCOCC3)ccc2c1=O	10	-26	-0.9	-0.8	24	15	17	0.0	2	15

Next part (four carried over from the part before).
SMILES	BoNT F protease	Rv3671c protease	Mtb BioA inh	FadD28 FP inh	CCHF vOTU inh	MazEF act	DUSP3 inh	Mtb UGM inh	Mtb FBA inh	GDH-TPI inh
O=C(NC1CCS(=O)(=O)C1)C1CCCC1 (centres undefined)	-1	3	1.0	-0.8	-13	-1	.	-1.2	-1	2
CCOC(=O)c1ccccc1NC(=O)COC(=O)CCC(=O)c1ccc(C)cc1	-2	-2	0.0	0.3	10	-8	.	1.7	0	-2
CC1Cc2ccccc2N1C(=O)Cn1nnc(-c2ccccc2NC(=O)C2CCC2)n1 (centres undefined)	-26	1	0.3	-2.9	15	3	13	1.9	2	0
COc1ccccc1Cn1c(=S)[nH]c2cc(C(=O)NCCCN3CCOCC3)ccc2c1=O	10	-26	-0.9	-0.8	24	15	17	0.0	2	15
Cc1ccc(N=C2NC(=O)CS2)c(C)c1	-11	-11	0.6	-0.7	-2	10	13	-1.6	2	-11
O=C(Nc1cccc2cccnc12)c1ccccc1Cl	?	-6	0.9	-4.9	8	2	.	-2.2	3	2
Cc1ccc(NS(=O)(=O)c2c(C)[nH]c(C)c2C(=O)N2CCCC2)cc1	2	-1	0.9	-2.2	17	4	-31	-0.2	3	1
CCOC(=O)C(NC(=O)Nc1ccc(F)cc1F)(Oc1ccc(F)cc1)C(F)(F)F (centres undefined)	-1	-1	.	-3.7	-21	-2	-7	5.2	-1	-3
Cn1c(=O)c2c(nc(N/N=C/c3ccc(OC(=O)c4ccco4)cc3)n2Cc2ccccc2)n(C)c1=O	4	13	-6.8	-1.4	13	6	-7	2.2	0	29
CC(=O)c1ccc(NC(=O)C2CCCN(S(=O)(=O)c3ccc(-n4cnnn4)cc3)C2)cc1 (centres undefined)	10	-23	-0.8	-1.0	-13	0	2	0.0	0	3
Cc1cc(C)c(NC(=O)C2CCCCN2C)c(C)c1 (centres undefined)	-7	-8	-0.6	-1.1	-9	6	23	0.9	0	2
O=C(Cc1ccccc1)NCCN1CCCC1	-1	3	0.1	-2.8	5	9	15	0.8	-3	1
CNS(=O)(=O)c1cccc(C(=O)NCC(c2cccs2)N(C)C)c1 (centres undefined)	3	-5	-0.5	0.8	0	-3	20	0.6	-1	6
CCOC(=O)Nc1ccc2c(C)cc(=O)oc2c1	-5	5	-1.9	-5.0	-93	3	6	0.0	199*	29
CSCC[C@H](NC(=O)c1ccco1)c1nnc2ccccn12	4	3	-1.9	-4.2	-3	4	5	0.1	-6	4
Cc1cc(NC(=O)CN(C)CC(=O)Nc2ccc(F)c(F)c2F)no1	.	6	1.6	-2.7	4	9	.	-0.6	-3	3
CC1=NN(C(C#N)c2ccccc2C)C(C)(C)C1 (centres undefined)	1	-10	.	-1.6	2	2	30	-0.4	3	0
C=CCn1c(CNC(=O)CCC)nc2ccccc21	-7	-11	-1.1	-3.6	1	6	.	-0.4	-1	1
COc1ccc(/C=C/C(O)=C2/C(=O)NC3(C)CC2c2ccccc2O3)c(OC)c1OC (centres undefined)	-5	6	2.4	-3.2	-5	11	29	2.4	-7	8
CCC(C(=O)NCC1CCCO1)N(Cc1ccccc1)C(=O)CNS(=O)(=O)c1ccccc1 (centres undefined)	1	6	-1.5	.	3	4	-7	-0.3	1	5
CCCCn1nnnc1NCc1ccc(OC)c(OC)c1OC	-6	0	-1.1	0.8	-4	8	12	0.2	3	14
COc1ccc(C(=O)N2CCN=C2SCc2cccnc2)cc1OC	-6	-9	6.3	-1.9	-2	6	34	3.8	6	10
Cc1ccc2[nH]cc(CCNC(=O)C3CCCO3)c2c1 (centres undefined)	-2	-3	-1.7	-1.1	-9	-6	-4	-2.3	-1	-6
Cc1cc(NC(=O)c2cc(-c3ccccc3Cl)nc3ccccc23)no1	-3	-13	2.3	0.1	0	5	15	-0.5	3	5
COc1ccc(-c2nnc(-c3ccc(N)cc3)o2)cc1	7	-5	-1.5	-1.1	-1	5	20	1.8	16	22

One compound at a time, as listed above. Screens in order: BoNT F protease	Rv3671c protease	Mtb BioA inh	FadD28 FP inh	CCHF vOTU inh	MazEF act	DUSP3 inh	Mtb UGM inh	Mtb FBA inh	GDH-TPI inh
Record of O=C(CCc1ccccc1)Nc1ccc(NC(=O)C2CC2)nc1 = 4	-9	-1.4	1.2	3	8	18	-1.3	1	14
Record of COc1ccccc1N1CCN(c2ccc3c(c2)S(=O)(=O)c2cccc(C(=O)NCc4cccc(F)c4)c2C3=O)CC1 = -3	.	-0.6	-1.5	-6	-1	.	.	-2	0
